RAD52 anneal inh: RAD52 (human) annealing inhibition | actives 0.46% (n = 360,000) | inhibition, % at 18.7 µM | recombinant RAD52 DNA annealing, FRET fluorescence | P43351;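 active = every replicate showing at least 50% inhibition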
Target sequence (P43351 whole entry, looked up): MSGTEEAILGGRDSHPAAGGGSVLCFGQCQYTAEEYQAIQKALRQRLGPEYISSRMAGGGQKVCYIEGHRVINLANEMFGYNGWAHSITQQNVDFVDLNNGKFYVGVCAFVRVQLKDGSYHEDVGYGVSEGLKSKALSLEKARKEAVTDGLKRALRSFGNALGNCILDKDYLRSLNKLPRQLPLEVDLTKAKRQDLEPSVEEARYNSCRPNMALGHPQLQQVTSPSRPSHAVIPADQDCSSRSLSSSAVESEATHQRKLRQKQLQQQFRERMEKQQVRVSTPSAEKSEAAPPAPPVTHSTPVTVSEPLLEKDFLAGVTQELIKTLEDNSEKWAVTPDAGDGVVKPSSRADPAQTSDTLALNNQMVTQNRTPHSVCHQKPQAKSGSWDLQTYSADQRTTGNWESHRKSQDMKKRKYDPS
ERp5 inh: ERp5 (human) disulfide isomerase inhibition. ERp5 insulin aggregation, absorbance 650 nm, 90 min. inhibition, % at 9.99 µM. actives 0.05% (n = 350,000);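 active = mean replicate inhibition above about 25%, with every replicate also reaching it, limit read from the data, passing the limit was not always enough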
Target sequence (Q15084 whole entry, looked up): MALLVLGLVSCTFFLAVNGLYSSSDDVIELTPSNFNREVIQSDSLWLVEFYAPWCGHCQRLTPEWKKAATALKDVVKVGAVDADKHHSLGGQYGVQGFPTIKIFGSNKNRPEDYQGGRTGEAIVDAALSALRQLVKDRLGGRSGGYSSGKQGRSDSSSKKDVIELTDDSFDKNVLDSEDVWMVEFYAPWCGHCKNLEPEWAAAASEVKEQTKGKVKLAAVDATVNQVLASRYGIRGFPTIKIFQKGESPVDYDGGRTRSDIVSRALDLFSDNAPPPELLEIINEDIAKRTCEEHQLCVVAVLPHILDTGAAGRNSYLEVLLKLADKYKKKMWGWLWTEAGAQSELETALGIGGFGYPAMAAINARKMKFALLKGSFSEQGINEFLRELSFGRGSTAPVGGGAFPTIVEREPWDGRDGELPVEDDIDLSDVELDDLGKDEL
S100A4 MyoIIA: blocks human S100A4 binding to myosin IIA peptide; P26447; S100A4/TAMRA-MyoIIA peptide fluorescence polarization; inhibition, % at 10.7 µM; actives 0.14% (n = 360,000); AID 652163;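 active = mean inhibition of at least 70% across replicates, with every replicate also reaching that level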
Target sequence (P26447 whole entry, looked up): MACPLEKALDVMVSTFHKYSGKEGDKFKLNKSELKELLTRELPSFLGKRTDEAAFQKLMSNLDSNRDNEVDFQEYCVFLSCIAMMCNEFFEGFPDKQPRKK
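Assay system: human S100A4 monomer with TAMRA-labelled myosin IIA peptide / Buffer or medium: Calcium-containing HEPES buffer, pH 7.2 / Reagent: TAMRA-labelled myosin IIA heavy-chain peptide probe, 5 nM / Compound: one dose per compound / Timing: polarization read 5 min after assay mix addition, stable 5–60 min / Benchmarks: neutral control DMSO, positive control TFP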
esBAF inh: blocks esBAF chromatin remodeling in mouse ES cells. reporter increase, % at 12.5 µM. actives 2% (n = 350,000). Bmi1-luciferase knock-in reporter, 24 h; 100% = twice the neutral-well signal. AID 602393; in the data active = activation above about 40%;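 note: 0% = median of the plate's neutral control wells and 100% = double that signal; a rise in the Bmi1 reporter signal indicates esBAF inhibition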
RAD54 branch: blocks human RAD54 Holliday junction branch migration; actives 0.14% (n = 360,000); Q92698; FAM/BHQ fluorescence; inhibition, % at 10.4 µM;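 active = mean normalized replicate activity at least 40 and at least half of replicates scoring 40 or more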;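 note: 0% = median of neutral control wells and 100% = median of positive control wells; inhibitors cause a drop in the FAM fluorescence signal; in these data hits start at about 50%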
E-sel inducer: induces E-selectin expression in human endothelial cells. P16581. HUVEC E-selectin immunofluorescence imaging; normalized: neutral wells 0, TNF-alpha wells 100. activation, % at 7.58 µM. actives 0.37% (n = 260,000);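 active = mean E-selectin-positive cell signal at least 10% of the positive control, reached in at least 60% of replicates, without over 20% cell loss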;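 note: in these data hits start at about 27%; measured in HUVEC primary endothelial cells; signal is the percent of cells scored E-selectin positive by PE staining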
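Test system: HUVEC | Signal: Immunofluorescence imaging | Read-out: Percent E-selectin-positive cells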
ERAP1 inh: blocks human ERAP1 aminopeptidase activity | Q9NZ08 | recombinant ERAP1, Leu-AMC fluorescence, 60 min | inhibition, % at 10.7 µM | actives 0.15% (n = 340,000) | AID 652197;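 active = mean replicate inhibition of at least 30%, or all replicates individually reaching that 30% level; inactive = mean below 30% and not every replicate reaching it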;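 note: 0% = neutral control wells and 100% = L-leucinethiol positive control wells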
Xi reactivation: X-chromosome reactivation activator | actives 0.055% (n = 360,000) | AID 743238 | XiGFP mouse fibroblasts, % GFP-positive cells imaging, 3 d; cells co-treated with 5-aza-dC sensitizer; scaled so ellipticine positive control = 100% | activation, % at 7.58 µM;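 active = mean normalized replicate activation at least 10% and every replicate at or above 10%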;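 note: 0% = median of on-plate neutral control wells and 100% = ellipticine 6 µM median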
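Material: XiGFP fibroblasts, SV40-immortalized; Buffer or medium: DMEM containing 5-aza-dC; Compound dosing: single point; Times: 3 days compound exposure.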
The depositor's hits bear a star; . = not tested or not shown. Not a hit list; 2.5% or so of the library scored in one or more.

SMILES	RAD52 anneal inh	ERp5 inh	S100A4 MyoIIA	esBAF inh	RAD54 branch	E-sel inducer	ERAP1 inh	Xi reactivation
CCN(CC)CCN(C(=O)c1ccc2c(c1)CCCC2)c1nc2c(OC)cccc2s1	54*	-2	1	0	15	0.7	6	0.0
C[C@H]1CN([C@@H](C)CO)C(=O)Cc2cc(N(C)C)ccc2O[C@H]1CN(C)Cc1ccc2c(c1)OCO2	14	4	4	2	7	0.0	1	-0.2
COc1ccc(Nc2nc(NCCCN3CCOCC3)nc(N)c2[N+](=O)[O-])cc1	27	1	3	5	.	-0.7	4	-0.1
Cc1ccc(OCC(=O)N(Cc2ccccc2)C2CCS(=O)(=O)C2)c([N+](=O)[O-])n1 (configuration not stated)	1	3	-1	.	.	0.5	0	-0.2
CCC(=O)N(C)C[C@@H]1Oc2ncc(C#C[C@@H](C)O)cc2C(=O)N([C@H](C)CO)C[C@@H]1C	4	-2	6	-3	3	-0.3	2	-1.0
O=C(C1CCC1)N1C[C@H]2[C@@H](c3ccccc31)[C@H](CO)N2C(=O)c1ccccc1	-5	2	0	-1	-2	-0.2	0	0.0
CC(=O)c1ccc(OCc2cc(C(=O)N(C)Cc3ccon3)no2)cc1	-17	-2	0	2	5	-0.2	-3	-0.1
COc1ccc(-c2cc(C)nc3c(-c4ccccc4)cnn23)cc1	-20	-2	11	.	.	3.1	-2	0.0
COc1ccccc1NC(=O)c1ccc(COc2ccccc2Br)o1	-6	3	-3	7	-10	-0.4	0	-0.1
NC(=O)c1ccccc1NC(=O)c1ccc2ccccc2c1	-14	1	-5	3	4	0.5	-2	0.0
CCN(C(=O)COC(=O)C12CC3CC(CC(O)(C3)C1)C2)c1c(N)n(Cc2ccccc2)c(=O)[nH]c1=O	-11	-2	-3	3	-9	2.3	-2	0.5
COc1ccc(OC)c(-c2csc(NC(=O)COC(=O)C3(C)CC3(Cl)Cl)n2)c1 (configuration not stated)	-8	2	-1	-7	6	.	-2	0.0
COc1cc(C(=O)NC(C)CCn2cccn2)ccc1OC1CCN(C(C)=O)CC1 (configuration not stated)	-5	-3	-6	-5	1	-1.4	3	0.3
COC(=O)NCCc1cc(OC)c(OC)cc1S(=O)(=O)N1CC(=O)Nc2ccccc21	-7	0	25	-2	-11	0.1	2	-0.1
O=c1c(NCCc2ccccc2)c(-c2ccccc2)c1=O	-10	-1	-26	2	-4	0.4	1	0.1
CC(=O)N(C)C[C@H]1[C@H](c2ccc(-c3ccccc3F)cc2)[C@@H](CO)N1C(C)=O	-15	-9	0	-5	0	0.9	-2	0.0
O=C(Nc1cccnc1Cl)c1cc(-c2ccc(F)cc2)on1	2	2	5	5	-9	.	0	0.0
COc1ccc(C2=Nc3ccccc3N(C(=O)c3cccnc3)C2C(=O)NC2CCCC2)cc1 (configuration not stated)	-18	-2	2	.	.	0.0	0	0.2
CS(=O)(=O)N(CC(=O)N1CCc2ccccc2C1)c1ccc(Br)cc1	-17	9	-5	.	-9	0.3	2	0.0
CCCNS(=O)(=O)c1ccc(OCC(=O)N2CCCC2)cc1	1	-1	-13	.	.	.	2	0.1
CC(C)C(=O)Nc1nnc(-c2ccccc2)o1	-14	5	11	-7	-1	-0.4	4	0.5
Cc1ccc(CNC(=O)c2cncc(Br)c2)cc1	-12	-8	-3	.	.	0.8	4	-0.5
COC(=O)c1c(N2C(=O)[C@H]3[C@@H](C2=O)[C@]2(C(=O)Nc4c2ccc(C)c4C)N2CCC[C@@H]32)sc(C)c1C	-32	0	-7	.	.	.	6	-0.1
C[C@H](CO)N1C[C@H](C)[C@H](CN(C)C(=O)Nc2ccc(F)cc2)OCCCC[C@H](C)Oc2ccc(NC(=O)CCCN(C)C)cc2C1=O	20	3	0	8	5	-0.1	1	-0.3

Records listed so far that bear a hit mark in RAD52 anneal inh.
Molecule,RAD52 anneal inh,ERp5 inh,S100A4 MyoIIA,esBAF inh,ERAP1 inh
CCN(CC)CCN(C(=O)c1ccc2c(c1)CCCC2)c1nc2c(OC)cccc2s1,54*,-2,1,0,6

Other entries.
SMILES	RAD52 anneal inh	ERp5 inh	S100A4 MyoIIA	esBAF inh	RAD54 branch	E-sel inducer	ERAP1 inh	Xi reactivation
Cc1ccc2nc(C3CCCN(C(=S)Nc4ccccc4C)C3)[nH]c2c1 (configuration not stated)	-16	-13	7	4	9	.	-1	.
O=S(=O)(c1ccccc1)N1CC2(C1)[C@H](c1ccccc1)[C@@H](CO)N2CC1CC1	-31	0	11	.	.	0.0	-4	0.0
C[C@H](CO)N1C[C@H](C)[C@@H](CN(C)C(=O)NC2CCCC2)Oc2ncc(-c3ccccc3F)cc2C1=O	6	-2	-24	-1	2	12	1	1.6
CC(C)NC(=O)Nc1cccc2c1O[C@H](CN(C)C(=O)Nc1ccc3c(c1)OCO3)[C@H](C)CN([C@@H](C)CO)C2=O	18	-1	2	7	10	-3.0	0	-0.1
Cc1noc(C)c1C(=O)Nc1ccc(S(=O)(=O)N2CCCCC2)cc1	-7	0	-12	-2	-5	0.0	1	0.1
COc1ccc([C@H]2CC(=O)C=C(c3cc(OC)ccc3OC)C2)cc1	-6	1	1	-26	-1	0.5	0	0.0
CN(C(=O)COc1ccc(Cl)cc1Br)C1CCCCC1	-2	6	-1	48*	-5	0.0	0	-0.1
CC(C)(C)NC(=O)COC(=O)c1ccc2c(c1)C(=O)N(Cc1ccco1)C2=O	-10	-8	-5	-10	2	.	-1	0.1
CC(C)c1ccc(NC(=S)NNc2ccc(Cl)c(C(=O)O)c2)cc1	-22	-3	2	1	-1	.	-8	0.0
Cc1ccc(S(=O)(=O)Nc2ccc3c(c2)C(=O)N([C@H](C)CO)C[C@H](C)[C@H](CN(C)C(=O)Nc2ccc(C(F)(F)F)cc2)OCCCC[C@@H](C)O3)cc1	-22	-2	-3	-15	0	0.0	-9	0.1
CC(C)=CCN1CCN(Cc2ccc3nsnc3c2)CC1CCO (configuration not stated)	-2	5	0	.	.	.	6	0.0
CCOc1ccc(NC(=O)CN(C)C(=O)c2ccc(N3CCCCCC3)c([N+](=O)[O-])c2)cc1OCC	-13	-4	5	-4	.	0.4	-2	0.1
O=C(O)C1(c2ccccc2)CCN(S(=O)(=O)c2ccccc2)CC1	-9	2	2	-8	-7	0.6	4	0.0
COc1ccc(S(=O)(=O)N(C)C[C@H]2Oc3c(NS(=O)(=O)c4ccccc4)cccc3C(=O)N([C@@H](C)CO)C[C@@H]2C)cc1	6	13	-8	-4	-3	-0.7	1	-1.2
CC(=O)N(C)c1ccc(C(O)(C(F)(F)F)C(F)(F)F)cc1	-10	2	-3	.	.	1.5	-9	0.2
COc1ccc(C(CNC(=O)c2cccc(S(=O)(=O)N(C)c3ccccc3)c2)N2CCCC2)cc1 (configuration not stated)	-413	2	2	1	-10	4.2	-1	-0.1
COCCNC(=O)C[C@H]1C[C@@H]2c3cc(NC(=O)C4CCC4)ccc3O[C@@H]2[C@H](CO)O1	0	0	0	-8	-1	0.4	1	0.1
O=C(N/N=C/c1cccnc1)C(=O)N1CCCCCC1	-8	-1	-1	.	9	.	1	0.2
CS(=O)(=O)N1[C@H](C#N)[C@H](c2ccc(C#CC3CCCC3)cc2)[C@@H]1CO	5	-1	2	12	-9	0.3	2	0.2
CCCS(=O)(=O)c1c(S(=O)(=O)CCC)c2cc(-c3ccncc3)ccn2c1C(=O)OC	-12	3	-3	-3	2	.	7	0.0
C[C@H]1CN([C@@H](C)CO)C(=O)c2cc(NS(=O)(=O)c3cccs3)ccc2O[C@@H]1CN(C)Cc1ccc2c(c1)OCO2	-7	-4	14	1	3	0.6	.	-0.4
C[C@@H]1CN([C@H](C)CO)C(=O)CCCn2cc(nn2)CO[C@@H]1CN(C)Cc1ccncc1	-1	7	15	3	8	0.2	-2	0.0
CN(CC(=O)Nc1ccc(Cl)cc1)C1CCCCC1	-4	-1	2	8	-6	0.0	5	0.1
Cc1cc(C(=O)COc2cc(F)ccc2[N+](=O)[O-])c(C)n1CC1CCCO1 (configuration not stated)	-25	-6	7	-13	-4	.	2	-0.1

4 of these compounds, set out differently:
Every second line gives: RAD52 anneal inh | ERp5 inh | S100A4 MyoIIA | esBAF inh | RAD54 branch | E-sel inducer | ERAP1 inh | Xi reactivation
- O=C(Nc1cccnc1Cl)c1cc(-c2ccc(F)cc2)on1
  2 | 2 | 5 | 5 | -9 | . | 0 | 0.0
- CC(C)c1ccc(NC(=S)NNc2ccc(Cl)c(C(=O)O)c2)cc1
  -22 | -3 | 2 | 1 | -1 | . | -8 | 0.0
- COc1ccc(S(=O)(=O)N(C)C[C@H]2Oc3c(NS(=O)(=O)c4ccccc4)cccc3C(=O)N([C@@H](C)CO)C[C@@H]2C)cc1
  6 | 13 | -8 | -4 | -3 | -0.7 | 1 | -1.2
- CC(C)C(=O)Nc1nnc(-c2ccccc2)o1
  -14 | 5 | 11 | -7 | -1 | -0.4 | 4 | 0.5

The list continues:
SMILES	RAD52 anneal inh	ERp5 inh	S100A4 MyoIIA	esBAF inh	RAD54 branch	E-sel inducer	ERAP1 inh	Xi reactivation
O=C(Nc1cccc(Cl)c1)c1ccc2c(c1)OCCO2	-21	-3	-7	30	-3	.	0	0.2
CCN(CC)C(CNC(=O)CSc1nnnn1-c1cccc(F)c1)c1ccco1 (configuration not stated)	-38	4	-2	-1	2	-0.2	1	-0.1
CCOC(=O)CCN1C(=O)c2ccccc2Sc2ncccc21	-4	1	-4	2	0	-0.2	2	0.0
CC(=O)N1[C@H](C(=O)NCc2ccccc2F)[C@@H](CO)[C@@H]2Cn3c(cccc3=O)[C@@H]21	-34	0	9	-4	-2	-0.3	-1	0.0
CC(C)Oc1ccccc1C1(c2ccccc2)NC(=O)NC1=O (configuration not stated)	-14	2	0	-10	-6	.	1	0.0
Cc1cccc(C)c1NC(=O)C1CCCN1C(=O)Nc1cccc(F)c1 (configuration not stated)	-14	1	-4	1	-9	0.1	-2	0.0
COC(=O)c1cc(OC)c(OC)cc1NC(=S)N1CCN(c2ccccn2)CC1	-1	0	-4	-7	-2	1.4	1	0.0
O=C(NCC(=O)N1CCCCCCC1)c1ccccc1Br	-3	5	1	7	-9	-0.2	1	0.3
COCCNC(=O)[C@@H]1[C@@H](CO)[C@@H]2Cn3c(ccc(-c4ccccc4F)c3=O)[C@@H]2N1C(=O)C1CCCC1	3	3	9	-5	0	-0.1	2	0.2
CCOC(=O)[C@@H]1[C@H]2COc3ccc(Br)cc3[C@@H]2N2C(=O)N(c3cccc(F)c3)C(=O)[C@]12C	-6	-1	0	-1	3	-0.2	-1	0.1
C[C@H]1CN([C@@H](C)CO)C(=O)c2cc(NC(=O)c3ccncc3)ccc2O[C@H]1CN(C)S(=O)(=O)c1cn(C)cn1	-12	5	3	5	-2	0.0	-3	0.0
CCc1nn(CC(=O)NCc2cccnc2)c(=O)c2cc3occc3n12	-2	3	5	-7	5	.	-3	0.0
COc1ccc(-c2ccc([C@H]3[C@H]4CN(CC5CCOCC5)CCCCN4[C@H]3CO)cc2)cc1	25	5	3	0	10	0.1	0	0.3
CC1(C)NC(=O)N(CC(O)Cn2c3ccccc3c3ccccc32)C1=O (configuration not stated)	3	3	-1	-2	5	-0.3	.	0.3
COc1cc(OC)nc(Oc2cccc(Cl)c2C)n1	-7	4	-10	.	-8	.	1	0.2
Cn1c(SCC(=O)c2c(N)n(C)c(=O)n(C)c2=O)nnc1-c1ccccc1F	-12	3	-1	.	.	.	-1	0.0
CC(C)CCNC(=O)CN(C(=O)CCC(=O)Nc1ccccn1)c1ccc(F)c(Cl)c1	-9	13	-5	.	.	0.0	0	0.0
CC12CCC(C(=O)NC3CCCCC3)([C@H](Br)C1=O)C2(C)C (some centres not stated)	2	-2	-1	-3	.	1.8	15	0.0

Source: PubChem BioAssay (Broad Institute)
